Source: PubChem BioAssay
14-3-3 PPI = alters human 14-3-3 gamma binding to Raf peptide | FP, 14-3-3gamma / TMR-pS259-Raf peptide binding | inhibition, % at 40 µM | P61981 | AID 422 | hit rate 0.19% among 160,000; in the data active = inhibition above about 30%;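 also: 0% = protein plus tracer without compound and 100% = blank with tracer alone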
Target sequence (P61981 whole entry, looked up): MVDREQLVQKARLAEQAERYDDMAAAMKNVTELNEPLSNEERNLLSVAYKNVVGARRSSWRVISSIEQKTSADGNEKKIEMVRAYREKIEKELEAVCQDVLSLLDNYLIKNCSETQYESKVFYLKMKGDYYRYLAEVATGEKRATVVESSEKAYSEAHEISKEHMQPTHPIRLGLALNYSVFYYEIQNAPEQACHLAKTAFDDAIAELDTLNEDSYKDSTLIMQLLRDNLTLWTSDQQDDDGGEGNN
* marks the source's active call; other numbers are inactive results; & = joins results of further samples. Only part of the results is shown (hit frequency here may not be typical).

SMILES | 14-3-3 PPI
CCc1c(C)nn2cn[n+](Cc3ccc(Cl)cc3)c2c1[O-] | -3
O=C(CSc1nc2ccccc2c2nc3ccccc3n12)NCc1ccco1 | -14
CN(C)CCN1C(=O)C(=O)/C(=C(/O)c2ccccc2)C1c1ccc(Br)cc1 (centres undefined) | -12
COC(=O)c1ccc2c(c1)N(CC(N)=O)C(=O)CS2 | -1
COc1cccc(-c2nnc(SCC(=O)N3CCCCC3)o2)c1 | -5
Cc1cccc(-n2c(C)nc3cc(C(=O)NC4CCCCC4C)ccc32)c1 (centres undefined) | -13
CCCCn1nnc(NC(=O)c2sc3cc(Cl)ccc3c2Cl)n1 | 5
COc1ccc(OC)c(S(=O)(=O)N(C)CC(=O)Nc2cc(Cl)ccc2OC)c1 | -11
O=C(NCCC1=CCCCC1)N1c2ccccc2Sc2ccccc21 | 4
CCOC(=O)c1ccc(NC(=O)NCc2ccncc2)cc1 | -8
CC1CCCC(NC(=O)C2CCN(c3nc4ccccc4o3)CC2)C1C (centres undefined) | -5
Cc1ccc(Cn2c(=S)[nH]c3ccsc3c2=O)cc1 | -8
Cc1ccccc1C(=O)Nc1ccc(-c2nc3ncccc3o2)cc1 | 1
O=C(CN(c1cc(C(F)(F)F)ccc1Cl)S(=O)(=O)c1ccccc1)NCc1ccco1 | -10
O=C(c1ccccc1-c1ccccc1)N1CCCC1 | -6
Cc1ccc(-n2cc(-c3cc4ccccc4oc3=O)[nH]c2=S)c(Cl)c1 | -13
CCn1ncc(Cl)c1C(=O)Nc1cc(Cl)ccc1Cl | -1
CC1CCN(S(=O)(=O)c2csc(C(=O)Nc3ccccc3)c2)CC1 | -15
Cn1c(N2CCC(C(N)=O)CC2)nc2c1c(=O)n(Cc1cccc(Br)c1)c(=O)n2C | -7
COc1ccccc1C1C(C(=O)OC2CCCCC2)=C(C)NC2=C1C(=O)CC(C)(C)C2 (centres undefined) | -5
CCOC(=O)CCCc1c[nH]c2ccccc12 | -5
COc1ccc(NC(=O)c2sc3nc(C)nc(N4CCCCC4)c3c2C)c(OC)c1 | 7
CCc1nc2ccccc2n(CCOCCn2c(=O)c(CC)nc3ccccc32)c1=O | 2
NCCCC(N)(C(=O)O)C(F)F (centres undefined) | -1
CCOC(=O)c1ccc(NCc2ccc([N+](=O)[O-])cc2)cc1 | -7
COc1cc2[nH]c(=S)n(CCc3c[nH]c4ccccc34)c(=O)c2cc1OC | -3
CCC(C)n1c(=S)[nH]c2ccsc2c1=O (centres undefined) | -6
CCCn1c2ccccc2c2nnc(SCC(=O)OCC)nc21 | -9
CSc1ccc(-c2nnn(Cc3ccccn3)n2)cc1 | -6
CCOc1ccc(NC(=O)C2CCN(S(=O)(=O)c3cccc4nonc34)CC2)cc1 | -39
O=C(O)C1CC=CCC1C(=O)Nc1cccc(Cl)c1Cl (centres undefined) | -4
Nn1c(COc2ccccc2)nnc1SCC(=O)O | -1
CCOC(=O)c1cc2c(=O)n3ccccc3nc2n(CC(C)C)c1=NC(=O)c1ccc(OC)c(OC)c1 | 2
O=C(CSCC(=O)N1CCOCC1)Nc1nc(-c2ccc3c(c2)OCO3)cs1 | -2
Cc1c(NC(=O)CSc2nc3ccc(N=Cc4cc(Br)ccc4O)cc3s2)c(=O)n(-c2ccccc2)n1C | -43
Cc1ccccc1-n1c(SCC(=O)N2CCN(c3ccccc3)CC2)nnc1-c1ccncc1 | -7
O=C(Cn1nc(Cc2cccnc2)c2ccccc2c1=O)N1CCN(C(=O)c2ccco2)CC1 | -4
Cc1ccc(C(=O)O)c(C(=O)Nc2nc3ccc(S(C)(=O)=O)cc3s2)c1 | -2
CCc1ccc(N2CCCn3c2nc2c3c(=O)n(CCN3CCOCC3)c(=O)n2C)cc1 | -1
COC(=O)c1nn2c(C(F)(F)F)cc(-c3ccc(Br)o3)nc2c1Br | -7
COc1ccccc1-c1cc(C(=O)Nc2cc(C)on2)no1 | -4
COc1ccc(C(C#N)C2(C)OCCO2)cc1OC (centres undefined) | -1
Cn1c(OCc2ccco2)nc2c1c(=O)n(Cc1ccc(Cl)c(Cl)c1)c(=O)n2C | 4
O=[N+]([O-])c1ccc2nsnc2c1 | -5
Cc1ccc(CNC(=O)c2oc3ccc(S(=O)(=O)N4CCCC(C)C4)cc3c2C)cc1 (centres undefined) | -14
CCn1c2ccccc2c2nc3cc(OC)c(OC)cc3nc21 | -6&-13
O=C(Nc1ccccc1C(=O)Nc1cccc(Cl)c1)c1ccccc1F | -5
COC(=O)C1=C(C)NC(C)=C(C(=O)OC)C1c1cc2cc(C)ccc2[nH]c1=O | -6
OCC(O)C1OC(Nc2ccc(Cl)cc2)C(O)C1O (centres undefined) | 6
O=C(C1CCCN(S(=O)(=O)c2cccc3nonc23)C1)N1CCN(Cc2ccccc2)CC1 (centres undefined) | -17

Following part
SMILES | 14-3-3 PPI
Cc1nc2cc(-n3ccc(=O)cc3)ccc2n1-c1ccccc1 | 1
Nc1nnc(SCC(=O)n2c3c(c4c2CCCC4)CCCC3)s1 | -4
C=CCNC(=O)c1cc(S(=O)(=O)N2CCCCC2)ccc1F | -11
CN1C(=O)NC(c2ccccc2)C2=C1CC(C)(C)CC2=O (centres undefined) | -11
Nc1nnc(SCC(=O)Nc2ccc3c(c2)OCO3)s1 | -16
COc1ccccc1N1CCN(C(=O)c2cnc(Nc3ccc(C)c(Cl)c3)c3ccccc23)CC1 | -26
CCCC(O)(c1ccc(F)cc1)C(CN1CCOCC1)c1ccccc1 (centres undefined) | -4
COc1cc(OC)cc(-n2c(=O)c3ccccc3n(CC(=O)Nc3ccccc3OC)c2=O)c1 | -3
COc1ccc(N=C2SC(C(=O)Nc3ccc(C(=O)O)cc3)CC(=O)N2Cc2cccs2)cc1 (centres undefined) | -4
O=C(CCC1Nc2c3ccccc3nc(=S)n2C1=O)N1CCN(Cc2ccccc2)CC1 (centres undefined) | -1
Cc1cc(C)c(C#N)c(SCC(=O)Nc2ccccc2C#N)n1 | 9
COc1cccc(N(CC(=O)NCc2cccnc2)S(C)(=O)=O)c1 | 4
CCOC(=O)c1cc2c(=O)n3ccccc3nc2n(CC(C)C)c1=NC(=O)c1ccccc1F | -4
COc1ccc(-n2nc3cc(C)c(NC(=O)C(c4ccccc4)c4ccccc4)cc3n2)cc1 | -8
Cc1ccc(S(=O)(=O)NC(=O)C(C)O)cc1 (centres undefined) | -6
Cc1ccc2c(c1)C(c1ccc(F)cc1)N(C(=O)c1cccc(Br)c1)CC(=O)N2 (centres undefined) | -1
CCC(=O)Nc1nnc(CSCc2ccccc2)s1 | 3&3
CCCCCn1c(C(C)NC(=O)Cc2ccccc2)nc2ccccc21 (centres undefined) | -5
Cc1ccc(-n2c(SCC(=O)NCc3ccccc3)nc3c([nH]c4ccccc43)c2=O)cc1 | 3
Cc1ccc(OCC(O)CN2CCOCC2)cc1 (centres undefined) | -5

In a second layout: entries from further up
Structure	14-3-3 PPI
OCC(O)C1OC(Nc2ccc(Cl)cc2)C(O)C1O (centres undefined)	6
O=C(C1CCCN(S(=O)(=O)c2cccc3nonc23)C1)N1CCN(Cc2ccccc2)CC1 (centres undefined)	-17
Cc1nc2cc(-n3ccc(=O)cc3)ccc2n1-c1ccccc1	1
Nc1nnc(SCC(=O)n2c3c(c4c2CCCC4)CCCC3)s1	-4
C=CCNC(=O)c1cc(S(=O)(=O)N2CCCCC2)ccc1F	-11
CN1C(=O)NC(c2ccccc2)C2=C1CC(C)(C)CC2=O (centres undefined)	-11
Nc1nnc(SCC(=O)Nc2ccc3c(c2)OCO3)s1	-16
COc1ccccc1N1CCN(C(=O)c2cnc(Nc3ccc(C)c(Cl)c3)c3ccccc23)CC1	-26
CCCC(O)(c1ccc(F)cc1)C(CN1CCOCC1)c1ccccc1 (centres undefined)	-4
COc1cc(OC)cc(-n2c(=O)c3ccccc3n(CC(=O)Nc3ccccc3OC)c2=O)c1	-3
COc1ccc(N=C2SC(C(=O)Nc3ccc(C(=O)O)cc3)CC(=O)N2Cc2cccs2)cc1 (centres undefined)	-4
O=C(CCC1Nc2c3ccccc3nc(=S)n2C1=O)N1CCN(Cc2ccccc2)CC1 (centres undefined)	-1
Cc1cc(C)c(C#N)c(SCC(=O)Nc2ccccc2C#N)n1	9
COc1cccc(N(CC(=O)NCc2cccnc2)S(C)(=O)=O)c1	4
CCOC(=O)c1cc2c(=O)n3ccccc3nc2n(CC(C)C)c1=NC(=O)c1ccccc1F	-4
COc1ccc(-n2nc3cc(C)c(NC(=O)C(c4ccccc4)c4ccccc4)cc3n2)cc1	-8
Cc1ccc(S(=O)(=O)NC(=O)C(C)O)cc1 (centres undefined)	-6
Cc1ccc2c(c1)C(c1ccc(F)cc1)N(C(=O)c1cccc(Br)c1)CC(=O)N2 (centres undefined)	-1
CCC(=O)Nc1nnc(CSCc2ccccc2)s1	3&3

(next part)
SMILES | 14-3-3 PPI
CCOCCOC(=O)C1=C(C)NC2=C(C(=O)CC(c3ccccc3)C2)C1c1ccccc1OC (centres undefined) | 9
CC(C)(C)c1nnc(NC(=O)CN2C(=O)C3C4C=CC(C4)C3C2=O)s1 (centres undefined) | -5
CCN(c1cccc(C(F)(F)F)c1)S(=O)(=O)c1ccc2c(c1)CCN2C(=O)C1CC1 | -5
CCCNC(=O)c1cc(-c2ccc(Cl)cc2)on1 | -5
CCN(CC)S(=O)(=O)c1cc(C(=O)Nc2ccccc2OC)ccc1C | -3
O=C(Nc1cccc(-c2nc3cc(Cl)ccc3o2)c1)c1ccccc1Cl | -158
Cc1cc(-n2nc(C)cc2C)nc(NS(=O)(=O)c2ccccc2)n1 | -9
COc1ccc(NS(=O)(=O)c2ccc(NC(=O)c3ccccc3C(=O)O)cc2)nn1 | 11
COC(=O)c1ccccc1NC(=O)C1CCCN(S(C)(=O)=O)C1 (centres undefined) | -4
CSCCC(C(=O)Nc1ccc(Br)cc1)N1C(=O)C2C3c4ccccc4C(c4ccccc43)C2C1=O (centres undefined) | -8
Cc1ccc(Cn2c(=O)n(CCCC(=O)NCc3ccco3)c(=O)c3ccccc32)cc1 | -1
O=C(Oc1ccc(-n2cnnn2)cc1)c1ccco1 | -4
NC(=O)CS(=O)(=O)c1nc2ccccc2n1CC(=O)N1CCCCC1 | -4
COc1ccc(-c2noc(COc3cc(C)cc(C)c3C)n2)cc1OC | -3
COc1ccc(S(=O)(=O)NCCCCCC(=O)NCCCN2CCOCC2)cc1 | -5
Cc1ccc(S(=O)(=O)Nc2ccc(O)c(C(C(=O)OC(C)C)C(=O)C(F)(F)F)c2)cc1 (centres undefined) | -3
Cc1nc(-c2c(C)oc3cc(O)cc(C)c3c2=O)cs1 | -1
COC(=O)c1ccc2c(=O)n(CCO)c(=S)[nH]c2c1 | -1
C=CCn1c(SCc2ccccc2Cl)nc2c1c(=O)[nH]c(=O)n2C | 8
Cc1ccc(-c2cc(C(=O)O)c3cccc(Cl)c3n2)c(C)c1 | 4
CCC(C)(C(=O)Nc1ccc2c(c1)OCCO2)N(C(C)=O)c1ccc(C(N)=O)cc1 (centres undefined) | -1&-10
Fc1ccc(-c2nc3sc(-c4ccc(F)cc4)nc3s2)cc1 | -1
COC(=O)c1sc(NC(=O)C2CCCO2)c(C(=O)OC)c1C (centres undefined) | -8
Cc1ccc(N2C(=O)C3C4C=CC(CO)(O4)C3C2=O)c([N+](=O)[O-])c1 (centres undefined) | 10
Cc1nnc2c3c(-c4ccc(C(C)C)cc4)csc3ncn12 | 0
CC(C)N1CC(C(=O)Nc2ccc(Cl)c([N+](=O)[O-])c2)CC1=O (centres undefined) | -4
COCCOC(=O)C1=C(C)NC2=C(C(=O)CC(C)(C)C2)C1c1cc(OC)ccc1OC (centres undefined) | -4
CCOC(=O)c1sc2ncnc(N3CCN(CC)CC3)c2c1C | 1
O=C(NCCNC(=O)C(F)(F)F)c1ccncc1 | 5
NCC12CCC3CC(CC(C3)C1)C2 | 3
CCn1cc(Cl)c(C(=O)Nc2nc3ccccc3n2CCN2CCCCC2)n1 | 1
O=C1NC(c2cccc(Br)c2)C(C(=O)c2cccs2)C(O)(C(F)(F)F)N1 (centres undefined) | -4
Cc1ccc(-n2ncc3c(NCc4cccnc4)ncnc32)c(C)c1 | -2
COc1ccccc1Nc1nc(-c2ccc(Br)cc2)cs1 | -3
CCOc1ccc(NC(=O)N(Cc2cccnc2)Cc2ccco2)cc1 | 2
NC(=O)c1ccc[n+](CC(=O)c2cc3ccccc3oc2=O)c1 | -20
CC1(C)CC(N2CN(C3CCCCC3)CC2=O)CC(C)(C)N1 | 0
COc1cc(CC(=O)Oc2ccc3c(c2)OCO3)cc(OC)c1OC | -4
Cc1cc(C)c(S(=O)(=O)NCC2CCC(C(=O)N3CCc4ccccc4C3)CC2)c(C)c1 (centres undefined) | 3
CC(C)(C)C(=O)Nc1cc(NC(=O)C(C)(C)C)cc(C(=O)Nc2nccs2)c1 | -21
c1ccc(C[n+]2ccc(-c3nc4ccccc4s3)cc2)cc1 | -39
Nc1cc(OC(=O)c2cccs2)nn1S(=O)(=O)c1ccc(F)cc1 | -5&-7
Cc1cc([N+](=O)[O-])c(N2CCOCC2)cc1NC(=O)c1cc2ccccc2o1 | 0
COc1ccc(Cl)cc1N1C(=O)C2CCCN2C1c1ccc(F)cc1 (centres undefined) | 0
CCOC(=O)COc1nc(-c2cccs2)cc(C(F)(F)F)n1 | -8
CCC(C)NC(=O)C1C2C=CC3(CN(Cc4ccccc4Cl)C(=O)C13)O2 (centres undefined) | -6
CCOC(=O)C1CCN(C2CC(=O)N(c3ccc(OC(F)(F)Cl)cc3)C2=O)CC1 (centres undefined) | -28
CC(C)CCNC(=O)c1cc(=O)[nH]c2ccc(S(=O)(=O)N(C)C3CCCCC3)cc12 | -24
CCCC(c1nnnn1Cc1cccs1)N1CCN(C2CCCC2)CC1 (centres undefined) | 0
O=C(CCn1c(=S)oc2ccccc21)Nc1ccc(-c2nc3ccccc3o2)c(O)c1 | -22

The results go on:
SMILES | 14-3-3 PPI
Cc1ccc(C2=NN(CC(=O)NCc3ccccc3)C(=O)CC2)cc1 | -5
Cc1ccc(S(=O)(=O)NCC2CCC(C(=O)N(C)CCC#N)CC2)cc1 (centres undefined) | 4
Cc1ccc([N+](=O)[O-])c2c1NC(c1cccc([N+](=O)[O-])c1)C1CC=CC21 (centres undefined) | -16
Cc1ccc(CCNC(=O)c2nnn(-c3cccc(C)c3)c2N)cc1 | -2&-3
CC(C)NC(=O)c1nn2c(c1Br)NC(c1cccs1)CC2C(F)(F)F (centres undefined) | 7
O=C1CC(c2ccco2)CC(O)=C1C=NCCN1CCNCC1 (centres undefined) | -1
